Screening data as filed in PubChem.
ssDAF-12 act – activates DAF-12 receptor from parasite S. stercoralis; HEK293 ssDAF-12/GRIP1 lit1-tk-luc reporter, luminescence; % of 3 µM dafachronic acid response; activation, % at 6.8 µM; 370,000 compounds, 1% hits; AID 652126;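 active = activation above the mean over all tested compounds plus 3 SD, cut at about 0.9% in these data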;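 also: 0% = DMSO-only wells and 100% = 3 µM delta7-dafachronic acid wells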
DAX1 inh-1 – inhibits human nuclear receptor DAX1. P51843. HEK293 Gal4-DAX1 luciferase reporter, luminescence. inhibition, % at 6.75 µM. 340,000 compounds, 0.99% hits. AID 504766;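 active = inhibition above the mean over all tested compounds plus 3 SD, cut at about 4.2% in these data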;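 also: 0% = DAX1-transfected cells with DMSO and 100% = empty-vector control cells with DMSO; inhibition shows as a rise in luminescence from relieved DAX1 repression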
PLC-beta3 inh – inhibitors of human phospholipase C beta3; Q01970; Purified PLC-beta3, fluorogenic substrate, fluorescence; inhibition, % at 12.2 µM; 370,000 compounds, 0.18% hits; AID 720704; in the data active = inhibition above about 11%;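 also: 0% = median of compound wells on plate and 100% = full blocker control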
GAA850 FXN act – frataxin GAA850 promoter activation | HEK293 lucGAA850 FXN promoter luciferase reporter, 24 h; percent of 10 µM SAHA response | activation, % at 6 µM | 360,000 compounds, 0.56% hits | AID 540364;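 active = activation above the average of all compounds screened plus 3 SD, cutoff fixed separately per campaign, cut at about 7.5% in these data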;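 also: 0% = DMSO wells and 100% = 10 µM SAHA wells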
ADAM10 inh – inhibits human ADAM10 | recombinant ADAM10, EDANS/DABCYL FRET peptide cleavage, 3 h | AID 720582 | inhibition, % at 7 µM | 370,000 compounds, 0.62% hits | O14672;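 active = inhibition above a per-campaign cutoff equal to the mean of compounds falling between control-based bounds plus 3 SD, cut at about 20% in these data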;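 also: 0% = DMSO wells while the 100% control is not disclosed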
DAX1 inh-2 – DAX1 (NR0B1) inhibition, primary screen; HEK293T StAR-luciferase reporter, SF-1/DAX-1 repression relief; AID 652010; inhibition, % at 6.8 µM; 370,000 compounds, 1.1% hits;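 active = inhibition above the mean over all tested compounds plus 3 SD, cut at about 3.6% in these data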;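 also: 0% = DAX-1 cells with DMSO and 100% = cells lacking DAX-1 with DMSO; higher inhibition means more luminescence from relief of DAX-1 repression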
PLC-gamma1 inh – PLC-gamma1 (human) inhibition, primary screen. 370,000 compounds, 0.84% hits. P19174. inhibition, % at 12.2 µM. AID 720700. purified PLC-gamma1, fluorogenic substrate, fluorescence; in the data active = inhibition above about 9.5%
Target sequence (P19174 whole entry, looked up): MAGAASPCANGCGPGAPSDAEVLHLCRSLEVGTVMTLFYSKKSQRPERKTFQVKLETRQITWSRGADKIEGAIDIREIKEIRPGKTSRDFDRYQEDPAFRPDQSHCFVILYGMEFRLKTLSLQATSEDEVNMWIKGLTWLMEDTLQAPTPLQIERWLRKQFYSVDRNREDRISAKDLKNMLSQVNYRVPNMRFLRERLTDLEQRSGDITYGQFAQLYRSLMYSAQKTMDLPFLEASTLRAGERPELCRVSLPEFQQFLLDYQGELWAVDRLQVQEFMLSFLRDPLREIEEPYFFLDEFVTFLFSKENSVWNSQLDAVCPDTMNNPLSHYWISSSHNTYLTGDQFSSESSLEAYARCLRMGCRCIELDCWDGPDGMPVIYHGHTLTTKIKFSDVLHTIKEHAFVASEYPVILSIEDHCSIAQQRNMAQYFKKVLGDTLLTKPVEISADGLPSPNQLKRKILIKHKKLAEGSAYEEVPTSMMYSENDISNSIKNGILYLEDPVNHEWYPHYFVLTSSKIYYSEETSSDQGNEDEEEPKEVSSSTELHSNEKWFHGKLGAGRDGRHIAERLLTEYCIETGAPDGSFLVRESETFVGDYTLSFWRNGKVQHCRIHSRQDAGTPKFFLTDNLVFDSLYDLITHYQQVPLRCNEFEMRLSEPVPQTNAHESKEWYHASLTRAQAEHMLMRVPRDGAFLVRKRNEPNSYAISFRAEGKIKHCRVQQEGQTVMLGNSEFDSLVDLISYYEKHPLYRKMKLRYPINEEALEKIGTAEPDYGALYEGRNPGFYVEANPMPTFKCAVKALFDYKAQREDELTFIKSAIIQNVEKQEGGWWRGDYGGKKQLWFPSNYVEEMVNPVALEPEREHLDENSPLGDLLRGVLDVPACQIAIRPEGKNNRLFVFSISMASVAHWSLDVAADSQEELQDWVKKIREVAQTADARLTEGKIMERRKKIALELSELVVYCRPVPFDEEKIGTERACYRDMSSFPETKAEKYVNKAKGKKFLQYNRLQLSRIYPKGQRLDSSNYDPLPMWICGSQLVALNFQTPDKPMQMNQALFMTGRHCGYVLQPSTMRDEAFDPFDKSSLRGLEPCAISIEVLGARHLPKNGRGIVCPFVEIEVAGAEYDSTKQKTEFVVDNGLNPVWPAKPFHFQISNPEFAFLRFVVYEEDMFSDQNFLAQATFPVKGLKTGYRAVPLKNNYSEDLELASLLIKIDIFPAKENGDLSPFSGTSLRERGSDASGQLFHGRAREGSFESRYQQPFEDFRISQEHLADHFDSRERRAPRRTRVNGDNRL
hcDAF-12 act – H. contortus DAF-12 activation, primary screen. HEK293 hcDAF-12 lit1-tk-luc reporter, luminescence; 0% DMSO, 100% Δ7-dafachronic acid. AID 652067. activation, % at 6.8 µM. 370,000 compounds, 1.4% hits;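 active = activation above the mean of all tested compounds plus 3 SD, cut at about 5.5% in these data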;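 also: 100% = response to 3 µM Δ7-dafachronic acid high control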
ADAM17 inh – inhibitors of human ADAM17 | P78536 | recombinant ADAM17, EDANS/DABCYL FRET peptide cleavage | inhibition, % at 6.95 µM | 370,000 compounds, 0.83% hits | AID 720648;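 active = inhibition above the mean of compounds lying between control limits plus 3 SD, set per campaign, cut at about 8.5% in these data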;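 also: 0% = DMSO-only wells as the low control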
hgDAF-12 ag – hgDAF-12 agonism, primary luciferase screen; HEK293 GAL4-hgDAF12 UAS-luciferase reporter, agonist luminescence; normalized to butyrate control; activation, % at 6.8 µM; 370,000 compounds, 1.8% hits; AID 687014;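 active = activation above a cutoff set at the mean of all screened compounds plus 3 SD, cut at about 10% in these data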;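 also: 0% = DMSO wells and 100% = sodium butyrate wells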
sPLA2-III inh – Blocks human group III sPLA2 activity | inhibition, % at 12.2 µM | AID 743126 | QFRET BODIPY PC-A2 liposome hydrolysis, fluorescence | Q9NZ20 | 370,000 compounds, 0.56% hits;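 active = inhibition above mean plus 3 SD of compounds lying within the high and low control bounds, cut at about 19% in these data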;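 also: 0% = median of test compound wells and 100% = no enzyme DMSO wells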
The depositor's hits bear a star; · = not tested or not shown.

1: COc1ccc(C2=NN(c3nc(-c4ccccc4)c(CC(=O)O)s3)C(c3ccco3)C2)cc1 (stereo unspecified)
2: COc1ccc(C(=O)c2ccc(CC#N)s2)cc1
3: O=C(CN1CCCCC1)Nc1cccc2c1OCO2
4: CC(C)=CCN1CCN(Cc2cc(F)ccc2-n2nc(C)cc2C)CC1CCO (stereo unspecified)
5: Cc1ccccc1N1C(=O)c2ccccc2NC1c1ccncc1 (stereo unspecified)
6: O=C(c1ccco1)N(Cc1cccc([N+](=O)[O-])c1)c1ccc(Br)cc1
7: O=C(Nc1ccc(S(=O)(=O)NCc2ccccc2)cc1)c1ccccc1[N+](=O)[O-]
8: COc1cc(CCC(=O)OCC(=O)NC(=O)c2ccc(Cl)cc2)cc(OC)c1OC
Screen / compound no.	1	2	3	4	5	6	7	8
ssDAF-12 act	-1.0	-0.8	-1.0	-1.1	-1.0	-2.2	-1.6	-1.8
DAX1 inh-1	-0.2	1.4	0.9	0.3	-0.4	-0.6	-1.3	0.6
PLC-beta3 inh	-82.0	-9.6	-1.4	0.5	-60.0	-14.5	-9.7	-4.0
GAA850 FXN act	-1.4	3.2	0.3	1.7	-0.3	3.2	1.7	2.2
ADAM10 inh	-58.1	5.3	-6.6	-2.4	-196.2	14.5	-3.0	0.1
DAX1 inh-2	0.5	0.8	0.9	-0.3	-0.4	-0.6	-0.7	0.2
PLC-gamma1 inh	-57.7	-9.8	0.2	1.3	-46.8	2.6	-0.9	3.4
hcDAF-12 act	2.6	-0.8	-0.5	-2.9	-2.0	-3.3	-3.8	0.2
ADAM17 inh	-14.5	-4.6	-3.3	1.0	-63.4	4.6	3.5	2.3
hgDAF-12 ag	3.3	1.7	1.5	1.6	-1.8	-4.4	-3.4	2.2
sPLA2-III inh	-7.2	-20.8	-2.0	0.3	-0.5	-2.6	-17.9	0.2

9: COC(=O)c1cccc(NC(=O)CSc2nc(C)cc(=O)[nH]2)c1
10: COCCNC(=O)C1CCCN(C(=O)c2ccc(C(F)(F)F)nc2C)CC1 (stereo unspecified)
11: CC(C)c1ccc2c(c1)[C@H]1OCC[C@H]1[C@@H](c1cccs1)N2
12: CCCC1C(C#N)=C(N)Oc2cc(C)n(C)c(=O)c21 (stereo unspecified)
13: COc1cccc(/C=N/NC(=O)CSc2nnc(C)n2-c2ccccc2)c1OC
14: CN(C(=O)CCN1C(=O)C2C3C=CC(C3)C2C1=O)c1ccccc1 (stereo unspecified)
15: CC(C)(C)c1cc2nc(NCCc3ccc(S(N)(=O)=O)cc3)ccn2n1
16: O=Nc1ccc(O)c2ncccc12
Screen / compound no.	9	10	11	12	13	14	15	16
ssDAF-12 act	-1.0	-0.5	0.8	-1.3	-1.4	-1.7	-1.0	-1.6
DAX1 inh-1	1.6	·	-1.9	0.0	0.0	0.9	·	-2.5
PLC-beta3 inh	-3.1	2.7	2.9	-32.9	-2.3	2.7	-39.5	-2.4
GAA850 FXN act	0.5	-0.1	-4.0	-1.6	1.2	0.6	0.1	-12.8
ADAM10 inh	2.9	-0.6	1.6	-218.1	-0.4	-0.2	-37.4	9.7
DAX1 inh-2	-0.5	0.4	-2.7	0.5	-0.6	0.1	-0.6	-2.9
PLC-gamma1 inh	-5.8	-1.2	-1.1	-25.3	-1.9	2.0	-26.3	5.2
hcDAF-12 act	-1.4	0.9	13.8*	-1.1	0.1	-0.4	-1.0	-1.3
ADAM17 inh	-4.3	-1.5	-1.5	-62.6	-0.5	1.6	-9.8	5.6
hgDAF-12 ag	-0.3	0.7	10.4	-1.2	0.3	1.5	-3.4	-11.8
sPLA2-III inh	1.8	-4.2	5.1	3.8	1.6	-0.3	-0.7	3.1

17: COC(=O)C1=C(CCc2ccccc2)NC(=O)NC1c1ccc(Cl)cc1 (stereo unspecified)
18: Cc1ccc(NS(=O)(=O)c2cccs2)nc1
19: Cc1ccc(S(=O)(=O)Nc2ccc(O)c(Sc3ncn[nH]3)c2)cc1
20: CCOC(=O)c1ccc(Oc2nc(NC)nc(OC)n2)cc1
21: COCCn1c(-c2ccc(F)cc2)nc2oc3cc(OC)ccc3c(=O)c2c1=O
22: Cc1cc(N2O[C@H]3C=C[C@@H]2C3)no1
23: CC1CC(C)CN(C(=O)Nc2ccc(Br)cc2)C1 (stereo unspecified)
24: CC(=O)c1c(C(C)=O)c(C)n(NC(=O)c2ccccc2O)c1C
Screen / compound no.	17	18	19	20	21	22	23	24
ssDAF-12 act	-1.4	-0.7	-0.7	-1.0	-1.0	-1.1	-1.6	-0.8
DAX1 inh-1	0.1	0.0	-0.8	0.8	-0.5	0.1	0.1	0.5
PLC-beta3 inh	0.4	-40.3	-2.2	7.3	-8.3	6.5	5.9	-32.6
GAA850 FXN act	-2.0	0.9	-0.3	2.4	-1.3	-0.3	0.8	-0.1
ADAM10 inh	9.3	-121.1	4.0	7.0	-3.8	-8.3	3.6	-18.9
DAX1 inh-2	0.3	0.3	0.1	0.0	0.0	0.6	-0.4	0.3
PLC-gamma1 inh	2.7	-41.1	3.7	2.0	-1.7	0.2	4.2	-5.3
hcDAF-12 act	-1.1	-0.8	-0.2	-0.4	1.6	-1.1	0.3	-0.9
ADAM17 inh	3.0	-35.8	-1.0	5.9	-3.3	-0.3	1.9	-6.3
hgDAF-12 ag	1.1	1.4	2.3	0.7	4.3	2.3	-1.3	-2.3
sPLA2-III inh	2.8	-2.9	-58.9	4.5	-7.0	3.7	-0.8	7.9

25: Cc1nc(Cc2nnc(SCc3nc(N)nc(Nc4ccccc4C)n3)o2)cs1
26: CCN(CC)CCC(=O)NC(C)(C)Cc1ccc(O)cc1
27: CCOC(=O)CN1CC23C=CC(O2)C(C(=O)NC2CCCCCC2)C3C1=O (stereo unspecified)
28: O=C(NC(Cc1c[nH]c2ccccc12)C(=O)NCc1ccc(F)cc1)OCc1ccccc1 (stereo unspecified)
29: COc1ccc(NC(=O)CN2CCN(c3ccc(F)cc3)CC2)cc1
30: CCCCC(CC)CNC(=O)C(Cc1ccccc1)NS(=O)(=O)c1ccc2c(c1)CCC(=O)N2 (stereo unspecified)
31: C=CCNc1nc(NC(C)(C)CO)nc(OCC)n1
32: Cc1nnc2n(-c3ccccc3)c(=O)c3c4c(sc3n12)CC(C)CC4 (stereo unspecified)
Screen / compound no.	25	26	27	28	29	30	31	32
ssDAF-12 act	-1.0	-0.7	0.0	-1.8	-1.5	-1.9	-1.4	-1.2
DAX1 inh-1	-0.1	0.5	1.4	-0.6	0.8	-1.1	-1.0	0.2
PLC-beta3 inh	3.6	3.9	2.9	1.3	-6.2	-5.1	1.0	4.1
GAA850 FXN act	0.1	-2.5	-1.6	-2.7	1.2	-5.7	1.9	1.8
ADAM10 inh	-1.6	-3.2	-1.8	-3.6	9.2	-3.1	4.1	2.2
DAX1 inh-2	-0.7	-0.5	0.6	-1.1	-0.1	-0.5	0.5	1.6
PLC-gamma1 inh	1.9	3.5	-2.9	1.2	0.0	0.7	1.7	1.6
hcDAF-12 act	-0.6	2.1	0.7	0.3	-0.1	-1.3	-1.0	-1.6
ADAM17 inh	-0.6	-1.8	0.2	-3.3	-0.6	-2.1	0.5	-0.8
hgDAF-12 ag	-1.5	-0.1	-2.7	-0.7	0.8	0.4	-2.1	-1.2
sPLA2-III inh	-7.1	3.4	6.3	-63.7	-3.1	0.7	5.3	1.2

A draw from above in order of SMILES length, low to high.
31: C=CCNc1nc(NC(C)(C)CO)nc(OCC)n1
27: CCOC(=O)CN1CC23C=CC(O2)C(C(=O)NC2CCCCCC2)C3C1=O (stereo unspecified)
30: CCCCC(CC)CNC(=O)C(Cc1ccccc1)NS(=O)(=O)c1ccc2c(c1)CCC(=O)N2 (stereo unspecified)
Screen / compound no.	31	27	30
ssDAF-12 act	-1.4	0.0	-1.9
DAX1 inh-1	-1.0	1.4	-1.1
PLC-beta3 inh	1.0	2.9	-5.1
GAA850 FXN act	1.9	-1.6	-5.7
ADAM10 inh	4.1	-1.8	-3.1
DAX1 inh-2	0.5	0.6	-0.5
PLC-gamma1 inh	1.7	-2.9	0.7
hcDAF-12 act	-1.0	0.7	-1.3
ADAM17 inh	0.5	0.2	-2.1
hgDAF-12 ag	-2.1	-2.7	0.4
sPLA2-III inh	5.3	6.3	0.7

(list continues)
33: Cc1nc2c(C(=O)NCCC3=CCCCC3)c[nH]n2c(=O)c1Cl
34: Cc1cc(C)n2nc(SCC(=O)N(CC(C)C)c3c(N)n(CC(C)C)c(=O)[nH]c3=O)nc2n1
35: Cc1ccc(C(c2nnnn2CCC(C)C)N2CCN(C)CC2)cc1 (stereo unspecified)
36: CCc1ccc(CN2CCN(C(=O)c3ccco3)CC2)cc1
37: COC(=O)c1c(C)oc2ccc(N(C(=O)c3ccncc3)S(=O)(=O)c3ccccc3)cc12
38: CC(C)(c1cc(Br)c(O)c(Br)c1)c1cc(Br)c(O)c(Br)c1
39: O=C(COC(=O)/C=C/c1cccc(F)c1)Nc1ccc2[nH]c(=O)[nH]c2c1
40: COc1ccc(CNC(=O)COC(=O)C2=COCCO2)cc1
Screen / compound no.	33	34	35	36	37	38	39	40
ssDAF-12 act	-0.8	-1.3	-1.2	-1.2	-1.2	-2.0	-0.6	-1.4
DAX1 inh-1	-1.0	0.2	-0.1	2.2	-2.0	0.3	0.3	-0.6
PLC-beta3 inh	-15.0	-3.8	0.9	5.7	-1.3	-8.6	-7.4	5.4
GAA850 FXN act	0.2	0.0	-3.5	1.9	-0.5	0.0	-1.3	-2.5
ADAM10 inh	-11.7	-2.1	-2.6	5.2	11.2	10.4	-9.7	-5.2
DAX1 inh-2	0.5	0.7	1.4	-0.4	-1.8	0.4	0.8	0.1
PLC-gamma1 inh	-10.1	-0.5	-0.1	0.2	-0.5	1.1	3.1	1.6
hcDAF-12 act	-0.9	-1.7	-0.8	2.4	0.7	-2.6	-0.2	-0.9
ADAM17 inh	-9.2	-7.5	-2.8	-0.4	1.0	4.2	-5.2	-3.7
hgDAF-12 ag	-0.1	-0.5	-0.5	-1.3	-2.5	3.9	-0.8	0.0
sPLA2-III inh	-43.4	5.0	-2.1	-0.5	-10.3	-3.7	4.1	4.1
